# Compound activity (PubChem BioAssay)
# LMP1 NFkB inh = EBV LMP1-driven NF-kappaB luciferase reporter inhibitors, primary screen, cell-based, luminescence, single point; LMP1-induced NF-kappaB luciferase reporter cells; inhibition, % at 12.5 µM; actives 0.69% (n = 350,000); in the data active means inhibition above about 41%;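 further: 0% = neutral control wells and 100% = reference inhibitor control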
# TRPM1 prom inh = inhibitors of MITF-dependent TRPM1 promoter reporter, primary screen, cell-based, SK-MEL-5, single point, luciferase. SK-MEL-5 TRPM1 promoter luciferase, 24 h. actives 0.83% (n = 330,000). inhibition, % at 12.5 µM;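 active means mean inhibition across replicates of 60% or more, whatever share of single replicates reaches that level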; further: values of inactives mirror those of a sister screen read the other way
# NR2E3 ag-1 = inhibitors of NR2E3-RetCOR corepressor binding, primary screen, NR2E3 agonist project, biochemical, TR-FRET, GST-NR2E3, biotin-RetCOR. AID 2300, 2010. inhibition of corepressor binding, % at 4.78 µM. actives 0.12% (n = 320,000). 1536-well;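 active means percent inhibition above the cutoff of mean plus 3 SD of all tested compounds, set per screening campaign, cut at about 20% in these data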;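 further: 0% = DMSO wells and 100% = biotin wells as full block of FRET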
# Target sequence (Q9Y5X4 whole entry, looked up): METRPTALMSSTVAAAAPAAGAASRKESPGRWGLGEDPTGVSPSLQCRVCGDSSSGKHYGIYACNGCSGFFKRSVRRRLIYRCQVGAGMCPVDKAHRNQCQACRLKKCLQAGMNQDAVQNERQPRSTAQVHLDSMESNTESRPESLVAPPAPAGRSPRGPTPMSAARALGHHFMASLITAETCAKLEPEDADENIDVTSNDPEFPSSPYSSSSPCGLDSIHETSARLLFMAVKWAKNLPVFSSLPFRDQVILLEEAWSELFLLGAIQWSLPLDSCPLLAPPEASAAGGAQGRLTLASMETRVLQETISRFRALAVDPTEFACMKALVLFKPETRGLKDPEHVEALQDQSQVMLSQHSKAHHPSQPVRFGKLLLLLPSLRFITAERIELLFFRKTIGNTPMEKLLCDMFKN
#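 Test system – NR2E3–RetCOR corepressor complex · Quantity – NR2E3 fusion 1.35 nM · Buffer or medium – Tris pH 7.5 · Incubation – Compound–protein incubation for 5 h at 4 °C · Technique – TR-FRET, Eu(K)-anti-GST donor, streptavidin-D2 acceptor, ex 340, em 617/671 nm · Evaluation – percent inhibition of 671/617 nm emission ratio versus biotin and DMSO controls · Plate – 1536-well format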
# KKLEB cytotox = cytotoxicity in KKLEB CF airway cells, primary screen, cytotoxicity control for CF NF-kB inhibitor project, cell-based, uHTS, fluorescence assay plates. KKLEB CF airway cells viability, ATPlite luminescence, overnight; active compounds read low; cells stimulated with P. aeruginosa culture filtrate. activity change (cytotoxicity), % at 5 µM. actives 0.36% (n = 360,000);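 active means corrected activity change at or below -50% at 5 µM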
# CF NFkB inh = inhibitors of PAF-induced NF-kB signaling, primary screen, cell-based, GFP fluorescence, uHTS; KKLEB NF-kB-GFP reporter, GFP fluorescence overnight; inhibition, % at 5 µM; actives 0.86% (n = 360,000); AID 588850, 2011;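 active means at least 50% inhibition at 5 µM, scaled per plate between neutral and stimulator controls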;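 further: PAF is a Pseudomonas aeruginosa culture filtrate used as stimulus; plate controls were PAF-stimulated DMSO wells for no effect and unstimulated DMSO wells for full effect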
# Peg3 prom inh = Peg3 promoter-driven luciferase inhibitors, primary screen, cell-based, HeLa, luciferase luminescence; actives 1.7% (n = 360,000); inhibition, % at 20 µM; HeLa PEG-Prom luciferase reporter, overnight; AID 588405, 2011;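 active means inhibition of at least 50% at 20 µM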
# HIF-2a inh = HIF-2a reporter inhibitors, primary screen, luminescence, 786-0 RCC cells; 786-0 RCC cells HIF-2a reporter, luciferase luminescence, overnight; inhibition, % at 18.8 µM; actives 0.72% (n = 360,000); AID 624352, 2012;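 active means inhibition of the luminescence signal of 40% or more relative to plate controls, in a single-dose primary screen at 18.75 µM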
# C8 TRAIL sens = viability loss with TRAIL in NB7+C8 cells, primary screen, TRAIL sensitizer project, cell-based, ATPlite luminescence. inhibition (viability loss, TRAIL sensitization), % at 10 µM. actives 1% (n = 360,000). AID 624354, 2012;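 active means compounds causing at least 50% loss of cell viability in the single-dose screen, relative to plate controls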
# Shn3 inh set2 = reduction of Shn3 3'UTR firefly luciferase signal, primary screen, Schnurri-3 inhibitor project, cell-based, Clone20 osteoblasts, set 2. Clone20 osteoblast Shn3 3'UTR firefly luciferase, 24 h. AID 588674, 2011. inhibition, % at 12.5 µM. actives 0.52% (n = 360,000);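 active means mean inhibition of at least 75% with every replicate also reaching 75%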;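 further: 0% = median of neutral control wells and 100% = pilot-screen positive control compound; some compounds past the cut are filed as inactive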
# NR2E3 ag-2 = NR2E3 agonists in two-hybrid cells, primary screen, cell-based, luminescence, CHO-S, Gal4-NCOR/VP16-NR2E3; AID 602229, 2012; actives 0.35% (n = 360,000); luciferase; inhibition of corepressor binding, % at 3.98 µM;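 active means inhibition above the mean of all tested compounds plus 3 SD, cut at about 70% in these data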;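 further: 0% = DMSO with NR2E3 transfected cells and 100% = cells lacking NR2E3 construct; higher means lower luciferase signal from less NR2E3 corepressor binding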
# hiPSC survival = enhancers of single-cell hiPSC survival, primary screen, ATPlite luminescence; actives 0.044% (n = 360,000); survival enhancement, % at 20 µM; 100% = ROCK inhibitor wells, 0% = DMSO; in the data active means survival enhancement above about 18%;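 further: cells exposed to compounds for 16 hours before the ATP read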
# Active calls of the source: *; nt = not tested or not shown. These rows are one share of the data, so the mix of outcomes need not match the whole.
SMILES,LMP1 NFkB inh,TRPM1 prom inh,NR2E3 ag-1,KKLEB cytotox,CF NFkB inh,Peg3 prom inh,HIF-2a inh,C8 TRAIL sens,Shn3 inh set2,NR2E3 ag-2,hiPSC survival
CCC(CC)N1CCN(C(=O)Cc2ccccc2)CC1,-6,5,1,-12,17,3,-2,35,-21,-10,1.1
O=c1[nH]c(=S)n(-c2ccccc2F)c(O)c1C=NCc1ccco1,4,-6,3,8,-13,3,14,-1,-2,-13,0.7
CCCCn1c(O)c(C(=O)/C=C/c2c[nH]c3ccccc23)c(=O)[nH]c1=O,-11,10,-3,4,-79,-6,14,-18,-5,-6,-0.2
Cc1ccc(O)c(CN2CCC3CCC(C3)C2)c1 (stereo unspecified),-5,1,nt,20,11,-2,2,-15,1,2,0.0
Cc1c(C(=O)O)cc(-c2ccccc2)n1Cc1ccccc1,9,14,-2,-3,3,-4,12,4,-8,11,0.8
CCC12CN3CCN(CC(C3)/C1=N\O)C2,-2,9,-2,0,1,15,13,-1,0,-23,0.1
CCOC(=O)C1(CCOc2ccccc2)CCN(Cc2ccccc2OC)CC1,10,14,4,-8,-1,8,10,20,15,-23,-0.6
CCC(=O)N1c2ccc(S(=O)(=O)CCC(=O)N3CCC4(CC3)OCCO4)cc2CC1C (stereo unspecified),5,3,-1,0,1,13,11,-7,14,-5,-1.2
S=P(Nn1cnnc1)(c1ccccc1)c1ccccc1,1,-1,-4,9,-6,11,24,13,-46,2,-0.4
O=c1[nH]c(=S)n(-c2ccccc2)c(O)c1C=NCc1ccccn1,nt,nt,6,4,-9,13,13,-5,-4,-16,-0.7
Cc1ccc(C2=NCC(=O)Nc3ccc(Br)cc32)cc1,5,-5,0,-5,16,23,4,-3,10,-3,0.4
CCN1CCN(c2cc(N3CCCC3)c([N+](=O)[O-])cc2F)CC1,-1,2,-2,0,14,24,12,16,-3,-3,-2.8
CCN1C(=O)NC(=O)/C(=C\c2cn(CC(=O)N3CCCCC3C)c3ccccc23)C1=O (stereo unspecified),6,11,4,-6,-19,9,15,-10,8,10,-0.4
C=C(c1ccccc1)P(=O)(O)O,10,5,-1,-5,14,-17,3,-4,-5,3,1.9
O=c1[nH]c(=O)n(Cc2ccc(F)cc2)c(O)c1C=NCCCO,-4,-2,-4,4,-10,13,16,33,5,13,0.2
O=P(Oc1ccccc1)(Oc1ccccc1)C(O)c1ccccc1 (stereo unspecified),-14,-2,2,18,-22,-5,1,-8,-15,-2,-2.6
O=C1NC(=O)N(c2ccc3c(c2)OCO3)C(=O)/C1=C\c1ccsc1,nt,nt,0,-7,-12,7,23,1,-7,10,-0.8
C=CCn1c(O)c(/C=N/NC(=O)CCCC)c(=O)[nH]c1=S,-2,2,1,3,-13,-7,11,-7,-16,-16,-0.2
COC(=O)C1=C(c2ccc(C(C)=O)cc2)C[C@@H]2CC[C@H]1N2C(=O)N1CCC(O)CC1,3,-4,2,-23,27,-7,10,4,-5,2,-1.6
CC(=NCc1ccco1)c1c(O)n(Cc2ccccc2)c(=O)[nH]c1=O,-8,0,-2,0,-1,5,13,-3,8,-14,-1.0
O=C(O)CN1C(=O)CN=C(c2ccccn2)c2cc(Cl)ccc21,3,-8,2,8,-33,9,13,0,15,2,-0.4
CCN(CC)c1ccc(N=Cc2c(O)n(Cc3ccco3)c(=O)[nH]c2=O)cc1,-9,-9,-5,-8,-25,16,14,-1,-14,-5,-0.8
O=C1NC(=O)C(CCc2ccccn2)(Cc2cccc(Cl)c2Cl)C(=O)N1c1ccc(Br)cc1 (stereo unspecified),3,11,0,-3,9,17,27,-12,14,1,-0.7
O=P(C(c1c[nH]c2ccccc12)N1CCOCC1)(N1CCOCC1)N1CCOCC1 (stereo unspecified),-7,-1,-4,8,-12,12,5,8,11,-7,4.7
O=[N+]([O-])c1ccc(N2CCNCC2)cc1NCc1ccco1,5,4,-2,-11,-1,1,-4,15,-3,-12,-0.8
C=Cn1ccnc1P(=S)(c1nccn1C=C)c1nccn1C=C,-8,-3,4,2,2,2,6,-5,8,1,0.8
CCCCn1c(=O)c(C(=O)Nc2cccc(C)c2)c(O)c2ccccc21,10,-1,-2,-5,2,-1,-28,0,-11,-16,-0.4
OCC(Cl)CCl (stereo unspecified),-4,-12,3,-7,12,-10,4,3,-9,-8,-2.1
CCN(CC)C(=O)c1ccc(NC(=O)COc2ccccc2F)cc1,-6,-21,-1,-5,13,-102,-59,-4,-7,-4,-0.4
Cc1cc(C=O)c(C)n1C1CC1,-3,2,-1,-3,8,5,8,-1,-2,-10,-0.5
CC(=Nc1ccc2c(c1)CCC2)c1c(O)n(-c2ccccc2)c(=O)[nH]c1=O,-3,-17,-3,-4,0,10,0,7,-7,-24,-0.2
COC(=O)C1=C(c2ccc(F)cc2OCc2ccccc2)C[C@@H]2CC[C@H]1N2C(=O)NCc1ccccc1Br,4,10,0,-7,2,19,15,14,62,3,-1.3
COc1ccc2[nH]cc(C(=O)CN(C)C)c2c1,-4,2,-4,1,-2,6,-2,5,3,-24,-0.6
O=C(C1CCCCC1)N1Cc2ccccc2-n2nncc2C1,5,nt,nt,-8,0,-13,-2,4,-23,-19,-1.0
CN1CCCN(C(=O)COc2ccccc2)CC1,2,-4,-1,-6,12,19,8,-5,-26,0,-0.2
C[n+]1c(-c2ccccc2)sc2ccccc21,3,19,1,2,-9,-7,5,-14,-41,12,-0.3
NP(=O)(OCC(F)(F)F)Oc1ccccc1 (stereo unspecified),-1,1,3,1,10,12,22,-16,-14,-1,-0.6
c1ccc(CCNC2CCCCCC2)cc1,-6,1,-6,-4,-1,7,9,-23,19,-4,0.2
Cc1ccc(N2CCNCC2C)cc1 (stereo unspecified),-6,-4,nt,6,-91,-6,12,-15,-13,14,5.7
Cc1cccc(OP(=O)(Nc2cccnc2)Oc2cccc(C)c2)c1,0,-4,-1,-2,11,16,25,-14,-9,7,-1.7

# Taken from the results shown, 6 compounds:
SMILES,LMP1 NFkB inh,TRPM1 prom inh,NR2E3 ag-1,KKLEB cytotox,CF NFkB inh,Peg3 prom inh,HIF-2a inh,C8 TRAIL sens,Shn3 inh set2,NR2E3 ag-2,hiPSC survival
CN1CCCN(C(=O)COc2ccccc2)CC1,2,-4,-1,-6,12,19,8,-5,-26,0,-0.2
C[n+]1c(-c2ccccc2)sc2ccccc21,3,19,1,2,-9,-7,5,-14,-41,12,-0.3
NP(=O)(OCC(F)(F)F)Oc1ccccc1 (stereo unspecified),-1,1,3,1,10,12,22,-16,-14,-1,-0.6
c1ccc(CCNC2CCCCCC2)cc1,-6,1,-6,-4,-1,7,9,-23,19,-4,0.2
Cc1ccc(N2CCNCC2C)cc1 (stereo unspecified),-6,-4,nt,6,-91,-6,12,-15,-13,14,5.7
Cc1cccc(OP(=O)(Nc2cccnc2)Oc2cccc(C)c2)c1,0,-4,-1,-2,11,16,25,-14,-9,7,-1.7

# (listing goes on)
SMILES,LMP1 NFkB inh,TRPM1 prom inh,NR2E3 ag-1,KKLEB cytotox,CF NFkB inh,Peg3 prom inh,HIF-2a inh,C8 TRAIL sens,Shn3 inh set2,NR2E3 ag-2,hiPSC survival
CCCN1CCc2cc(O)cc3c2[C@H]1Cc1ccc(O)c(O)c1-3,-6,-6,4,5,-58,-6,9,22,-17,-16,-1.2
CC(C)C1CN1CC(O)Cn1ccnc1[N+](=O)[O-] (stereo unspecified),nt,nt,nt,-1,35,8,12,-13,-9,-12,1.5
Cc1cccc(-n2c(O)c(/C=N/Nc3nc4c(c(=O)n(C)c(=O)n4C)n3C)c(=O)[nH]c2=S)c1,2,13,2,-6,-7,21,0,-3,-5,-20,0.8
c1ccc2c(c1)CN(Cc1ccc3c(c1)OCO3)Cc1cnnn1-2,16,nt,nt,1,6,-11,-2,14,9,-7,-1.3
COc1cc(C2c3cc4c(c(O)c3CC3COC(=O)C32)OCO4)cc(OC)c1OC (stereo unspecified),-8,41,nt,-11,51*,-19,20,-1,-1,47,-0.9
Nc1ccccc1C(=O)OCCOc1ccccc1,-14,-76,0,3,3,-186,-152,-6,-10,-133,-0.6
COc1ccc(CN2Cc3cnnn3-c3ccccc3C2C)cc1 (stereo unspecified),-1,4,nt,6,23,23,15,-1,-1,-23,-1.7
COc1ccc2c(c1)C(c1ccc(N(CCCl)CCCl)cc1)=NCC2,4,-16,nt,-24,20,20,5,27,78,22,-0.7
O=C1CN=C(c2ccc(Cl)cc2)c2oc3ccccc3c2N1,nt,nt,-1,-3,0,10,3,10,9,-36,0.1
C=CCN1C(=O)/C(=C/c2ccc3c(c2)CCCN3CCC)C(=O)NC1=S,-9,7,2,-2,2,8,-9,7,-18,-37,-0.5
O=C(c1cccc(Cl)c1)C1CCCN(Cc2cccc3cnccc23)C1 (stereo unspecified),8,7,7,-22,30,26,27,18,54,5,-1.3
CC(=O)N1Cc2cnnn2-c2ccccc2C1C#N (stereo unspecified),-4,-2,nt,6,-2,-6,2,-1,1,-1,2.0
COc1nc2ccccc2nc1N1CC1,nt,nt,nt,-4,-17,8,11,7,1,-19,3.1
Cc1ccc(OP(=O)(Nc2cccc(C)c2)Oc2ccc(C)cc2)cc1,-5,7,0,-16,17,38,19,6,-4,-25,-0.2
